Screens as filed in PubChem BioAssay.
TRHR enhancer – allosterically enhances the human TRH receptor; P34981; TRHR cells, fluo-8 calcium fluorescence, EC20 TRH enhancement; enhancement, % at 2 µM; 360,000 tested, 0.66% active; AID 493056; in the data active = enhancement above about 30%; also: 0% is about no effect
Target sequence (P34981 whole entry, looked up): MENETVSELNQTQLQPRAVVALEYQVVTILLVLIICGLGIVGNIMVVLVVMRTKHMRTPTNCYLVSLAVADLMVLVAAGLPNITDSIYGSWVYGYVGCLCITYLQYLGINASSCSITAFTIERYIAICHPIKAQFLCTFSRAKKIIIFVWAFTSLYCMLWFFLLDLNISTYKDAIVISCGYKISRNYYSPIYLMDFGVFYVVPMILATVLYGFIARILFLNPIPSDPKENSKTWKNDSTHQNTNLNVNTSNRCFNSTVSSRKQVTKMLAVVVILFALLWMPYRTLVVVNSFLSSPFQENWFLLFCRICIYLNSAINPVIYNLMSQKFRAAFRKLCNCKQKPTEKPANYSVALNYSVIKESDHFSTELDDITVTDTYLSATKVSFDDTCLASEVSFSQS
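Enhancer read-out: after compound pinning and an initial kinetic agonist-mode read, an EC20 of TRH (10 nM final) was injected and fluo-8 calcium signal (Ex 480/Em 530) followed at 1 s/cycle for 100 cycles in TRHR-expressing cells.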
RXFP1 antagonist – RXFP1 (human) relaxin receptor antagonism; activity change, negative = inhibition, % at 57.5 µM; Q9HBX9; HEK293-RXFP1, relaxin-stimulated cAMP HTRF, 30 min; stronger effect = lower value; AID 1259400; 350,000 tested, 0.59% active;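 active = activity change of -60% or lower, but not beyond a set lower limit; inconclusive = change between -60% and -40%, or beyond the set limit; inactive = change above -40%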; also: % is scaled to controls: 0 for no effect and ±100 for the full control effect
D1 ag – agonists of human D1 dopamine receptor. P21728. HEK293 T-REx D1 cells, calcium flux, agonist mode. activation, % at 2 µM. 360,000 tested, 1% active; also: 0% is about no effect
Target sequence (P21728 whole entry, looked up): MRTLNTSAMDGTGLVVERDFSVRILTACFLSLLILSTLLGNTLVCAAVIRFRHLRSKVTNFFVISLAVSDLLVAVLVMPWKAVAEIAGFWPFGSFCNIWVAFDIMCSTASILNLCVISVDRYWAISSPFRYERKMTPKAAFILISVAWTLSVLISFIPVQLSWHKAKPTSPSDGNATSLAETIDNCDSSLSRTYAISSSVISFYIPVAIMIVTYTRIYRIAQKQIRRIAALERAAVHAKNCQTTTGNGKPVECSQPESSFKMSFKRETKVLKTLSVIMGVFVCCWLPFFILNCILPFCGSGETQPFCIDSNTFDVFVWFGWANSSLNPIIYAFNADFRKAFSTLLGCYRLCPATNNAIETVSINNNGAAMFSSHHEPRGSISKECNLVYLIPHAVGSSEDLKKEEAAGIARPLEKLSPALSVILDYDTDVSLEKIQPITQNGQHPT
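Inducible HEK293 T-REx D1 cells, force-coupled to calcium signalling, were plated at 4000 cells/well with tetracycline and held overnight at 30 C. After no-wash calcium dye loading, compound-evoked calcium rise over 180 s flagged agonists.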
D2 ag – agonists of human D2 dopamine receptor | HEK293 T-REx D2 cells, calcium flux agonist mode | activation, % at 2 µM | 340,000 tested, 0.53% active | P14416;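 active = activation over 3 SD above normal in the single-dose calcium agonist read, cut at about 30% in these data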; also: 0% is about no effect
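Tetracycline-induced HEK293 Trex cells with D2 receptor force-coupled to calcium signaling, plated overnight at 30 C and loaded with no-wash calcium dye. Calcium flux read kinetically for 180 s after compound addition; responses flag agonists.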
D1 potentiator – enhances dopamine response at the human D1 receptor. P21728. HEK293 TREx D1 cells, calcium flux, dopamine EC20 potentiation. potentiation, % at 10 µM. 360,000 tested, 0.036% active. AID 504651; in the data active = potentiation above about 30%; also: 0% is about no effect
TRHR ag – activates the human TRH receptor; P34981; TRHR cells, calcium flux fluo-8, FDSS agonist mode; activation, % at 2 µM; 360,000 tested, 0.18% active; also: 0% is about no effect
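In this calcium-flux screen, cells bearing human TRHR are dye-loaded with fluo-8, baselined for 10 cycles, then exposed to library compounds; positive kinetic calcium responses during the agonist phase mark hits, with TRH as control.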
D2 potentiator – positively modulates the human D2 dopamine receptor allosterically; AID 485347; P14416; potentiation, % at 10 µM; HEK293 T-REx D2, calcium flux, EC20 dopamine potentiation; 340,000 tested, 0.34% active;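 active = potentiation over 3 SD above the plate norm, cut at about 30% in these data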; also: 0% is about no effect
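Tetracycline-induced HEK293 T-REx cells force-coupled to calcium signalling expressed D2; compounds were pin-added after a 10 s baseline, read kinetically 180 s, then an EC20 dopamine challenge followed with a further 180 s calcium read.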
D1 antagonist – human D1 dopamine receptor antagonism; HEK293 TREx D1 cells, calcium flux, dopamine EC80; stronger effect = lower value; P21728; 360,000 tested, 3.2% active; activity change, negative = inhibition, % at 10 µM; in the data active = activity change below about -30%; also: % is scaled to controls: 0 for no effect and ±100 for the full control effect
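Cells carrying a force-coupled, tetracycline-inducible human D1 receptor report calcium flux. Each well gets a 10 s baseline, compound with 180 s monitoring, then an EC80 dopamine stimulus with a second 180 s kinetic read.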
D2 antag – antagonists of human D2 dopamine receptor | P14416 | HEK293 TREx D2 cells, calcium flux, dopamine EC80 | inhibition, % at 10 µM | 340,000 tested, 2% active | AID 485344; in the data active = inhibition above about 30%; also: 0% is about no effect
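Calcium flux kinetic readout in an inducible HEK293 TREx D2 line plated overnight at 30 C. After 180 s compound exposure, an EC80 dopamine challenge follows with another 180 s kinetic read to detect antagonism.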
Active calls of the source: *; ? = inconclusive; . = not tested or not shown. Rule as the data show it, unless noted: active = activation above about 30%; inactive = the rest.

The opening two entries, ahead of the listing:
compound,TRHR enhancer,RXFP1 antagonist,D1 ag,D2 ag,D1 potentiator,TRHR ag,D2 potentiator,D1 antagonist,D2 antag
O=S(=O)(NC1CCCC1)c1ccccc1Br,-4,.,1,-2.2,-3,-0.5,2,2,-24
CCCCNS(=O)(=O)c1ccc2nc(-c3cccs3)cc(C(=O)NCC(OC)OC)c2c1,0,.,1,0.3,-1,-1.6,13,8,-14

The list itself, repeating the preview:
compound,TRHR enhancer,RXFP1 antagonist,D1 ag,D2 ag,D1 potentiator,TRHR ag,D2 potentiator,D1 antagonist,D2 antag
O=S(=O)(NC1CCCC1)c1ccccc1Br,-4,.,1,-2.2,-3,-0.5,2,2,-24
CCCCNS(=O)(=O)c1ccc2nc(-c3cccs3)cc(C(=O)NCC(OC)OC)c2c1,0,.,1,0.3,-1,-1.6,13,8,-14
Cn1c(Cc2ccccc2)nnc1SCC(=O)NC1CCCCC1,26,9,0,0.1,-1,0.1,16,15,3
Cc1cc(NC(=O)CSc2nc3c(cc2C#N)CCCCC3)no1,2,-8,1,0.3,2,-1.7,-5,-2,-18
O=C(NC1CCCCCC1)C1c2ccccc2C(=O)N1Cc1cccs1 (stereo unspecified),-4,4,1,-0.4,-3,-1.5,-6,0,-11
COc1ccc(C(=O)CSc2nnc(-c3cccs3)n2-c2ccccc2)cc1,1,-7,1,-0.9,4,-0.2,-5,-1,1
COC(=O)C1C(O)=C(C=Nc2ccc(N)cc2)C(=O)CC1(C)C (stereo unspecified),-2,8,2,.,0,0.2,-3,.,.
OCC(Cc1ccccc1)Nc1c2ccccc2nc2ccccc12 (stereo unspecified),-4,-11,12,3.4,-1,11,-13,25,15
Cc1ccc(NC(=O)[C@@H]2CCCN2S(=O)(=O)c2ccccc2F)cc1,4,-1,0,0.6,-3,-0.1,1,-15,-12
COc1ccc(-c2[nH]ncc2/C=C(/C#N)C(=O)NC2CCCCCC2)cc1,0,-12,4,0.3,7,-0.1,-6,-29,-18
COC(=O)c1ccccc1NC(=O)C1CCCN(C(=O)c2cnn(-c3ccc(F)cc3)c2-n2cccc2)C1 (stereo unspecified),10,.,0,-1.4,-1,-0.9,-4,-4,.
Cc1noc(NS(=O)(=O)c2ccc(NC(=O)c3ccc(N4C(=O)c5ccccc5C4=O)cc3)cc2)c1C,17,-33,4,-1.0,1,0.6,0,-16,5
Cc1[nH]c2ccccc2c1/C=N/Nc1nc2ccccc2[nH]1,9,?,5,-1.3,-17,-2.2,12,-30,12
CN(C)/C=N/c1cc(=O)n(Cc2ccccc2)c(=O)n1C,5,.,-3,0.0,19,0.0,-4,-7,-10
O=C(CN(Cc1ccccc1)S(=O)(=O)c1ccc(F)cc1)NCc1cccnc1,-7,-1,0,0.0,-3,-0.3,-2,-18,2
O=[N+]([O-])c1ccccc1NCc1ccccc1Cl,2,-16,6,-0.6,6,0.2,4,-2,1
Brc1ccc(C2=CC(c3ccco3)n3nnnc3N2)cc1 (stereo unspecified),6,-11,2,-0.2,-2,-0.1,0,15,-1
Cc1cc(C)cc(NC(=O)C2CCCN2C(=O)Oc2ccccc2)c1 (stereo unspecified),-5,5,0,-1.5,-3,-1.3,1,-14,10
Cc1ccc([C@@H]2[C@@H]3C(=O)N(c4ccccc4)C(=O)[C@@H]3[C@]3(Cc4ccccc4)C(=O)N(CC4CC4)CC(=O)N23)o1,1,.,0,0.6,-3,0.0,-8,6,0
CC1=C(C(=O)Nc2ccc(C)cc2C)C(c2sccc2C)n2ncnc2N1 (stereo unspecified),1,.,5,-1.0,0,0.2,-2,-4,.
O=C(CN1C(=O)C2C3c4ccccc4C(c4ccccc43)C2C1=O)Nc1ccccc1C(=O)O (stereo unspecified),-17,-11,11,-1.8,-1,-0.1,-12,0,10
CCOc1cc(N2CCOCC2)c(OCC)cc1NC(=O)CN1C(=O)NC(CC(C)C)C1=O (stereo unspecified),-4,1,3,-1.1,-4,-0.9,28,5,-10
CC(C)CC(=O)Nc1nnc(SCC(=O)NCC2CCCO2)s1 (stereo unspecified),8,-3,1,0.3,10,0.2,9,6,-12
COC(=O)c1ccc(Cn2nnc3c(=O)[nH]c(C4CCN(S(=O)(=O)c5cc(C)ccc5C)CC4)nc32)cc1,1,-24,0,-0.2,3,0.2,7,-14,2
O=C(O)C1CC=CCC1C(=O)Nc1ccccc1C(=O)N1CCN(c2ccccc2)CC1 (stereo unspecified),1,-9,1,-0.1,4,-0.3,4,-3,7
CCN1CSC(=S)N(Cc2ccccc2)C1,3,10,0,-0.5,9,0.0,2,7,-5
Cc1ccc(C(CNC(=O)C(=O)Nc2ccc3c(c2)OCCO3)N2CCN(C)CC2)cc1 (stereo unspecified),-1,-14,1,1.7,-6,0.4,0,18,0
Cn1c(=O)oc2cc(S(=O)(=O)N3CCOCC3)ccc21,-8,6,2,-0.5,-3,0.1,-13,-2,46*
COc1cc(NC(=O)c2cccnc2)c(Cl)cc1NC(=O)c1ccc(Cl)cc1,6,-5,1,0.3,0,0.2,2,-8,1
Cc1cc(NC(=O)c2ccco2)ncc1NC(=O)Cc1ccccc1,8,-1,-1,0.6,0,0.1,1,2,27
CCOC(=O)c1cc(-c2ccccc2)n(-c2cccc(C(=O)N(CC)c3ccccc3)c2)c1C,19,-10,2,0.1,-3,0.4,16,-7,.
CNC(=O)CCn1nc(-c2ccccc2)c2ccccc2c1=O,-7,-6,1,.,-10,0.1,.,-7,.
COc1ccccc1NC(=S)NC1CCCCCC1,2,14,1,-0.2,-1,-0.7,-5,-2,13
CC(=O)Nc1ccc(N/C=C2/CCCC2=O)cc1,5,-10,-1,0.9,-2,0.9,22,0,-3
COCCn1c(=NC(C)=O)sc2cc([N+](=O)[O-])ccc21,-1,4,4,-0.6,-7,1.5,1,-5,0
CCN1CCN(S(=O)(=O)c2ccc(Cl)c(C(=O)N(CC)Cc3ccccc3)c2)CC1,-8,0,3,0.4,-7,-0.4,5,-5,-5
COc1ccc(-c2nnc(NC(=O)C3CCCO3)s2)cc1 (stereo unspecified),0,-11,2,0.2,0,1.3,-5,-3,13
c1ccc2[nH]c(CN3CCOCC3)nc2c1,9,-9,2,-0.9,-3,-0.6,11,.,-36
Cc1cc(C)cc(C(=O)NCC(=O)OCc2cc([N+](=O)[O-])cc3c2OCOC3)c1,1,0,2,-1.4,7,-0.4,22,-18,-4
Cc1ccc(C(=O)NCc2ccc(N(C)C)cc2)cc1NC(=O)c1nsc2ccccc12,-5,-23,3,.,2,-0.3,-6,1,.

The closing two compounds of the section above lead into the next.
compound,TRHR enhancer,RXFP1 antagonist,D1 ag,D2 ag,D1 potentiator,TRHR ag,D2 potentiator,D1 antagonist,D2 antag
Cc1cc(C)cc(C(=O)NCC(=O)OCc2cc([N+](=O)[O-])cc3c2OCOC3)c1,1,0,2,-1.4,7,-0.4,22,-18,-4
Cc1ccc(C(=O)NCc2ccc(N(C)C)cc2)cc1NC(=O)c1nsc2ccccc12,-5,-23,3,.,2,-0.3,-6,1,.
Cc1cc(NC(=O)CN2C(=O)CSc3ccc(S(=O)(=O)N(C)C)cc32)ccc1Br,10,.,4,0.5,-1,1.1,-2,29,.
COCc1nn2cc(-c3ccc(C)cc3)nc2s1,0,.,-1,-0.6,1,-0.9,1,3,.
Cc1cc(C)nc(SCC(=O)NNC(=O)c2ccccc2C)n1,-3,-5,0,1.3,-8,0.0,1,.,0
Cc1ccc(CN2CC(C(=O)NNC(=O)Cn3ccc(C(F)(F)F)n3)CC2=O)cc1 (stereo unspecified),22,-6,4,0.9,-5,0.2,-7,0,10
Cc1ccc2nsnc2c1S(=O)(=O)N(Cc1ccco1)Cc1cc2cccc(C)c2[nH]c1=O,-1,12,2,0.2,-2,0.1,14,4,-10
COc1ccc(C(=O)COC(=O)CCN2C(=O)C3CC=CCC3C2=O)c(OC)c1 (stereo unspecified),7,-16,0,-0.1,1,-0.8,-7,-4,-4
Cc1ccc(NC(=O)/C=C/c2ccc(C)o2)c(C)c1,-8,-14,0,-0.3,-4,-1.0,0,-3,.
CC(=O)CC(C)(C)Nc1nc2ccc([N+](=O)[O-])cc2o1,-2,-12,2,0.1,-2,0.3,2,-8,39*
CCNc1nc(NCC)nc(OCCOC(=O)c2ccccc2)n1,2,2,1,0.2,-1,-1.9,10,1,10
Cc1oc(-c2ccccc2Cl)nc1CSc1nc2ncccc2[nH]1,-6,-9,-1,-1.5,-1,-0.6,-1,4,.
O=C(CSc1nc(=O)n(Cc2ccncc2)c2c1CCC2)Nc1ccc(F)cc1F,-1,.,-2,0.0,-1,0.1,0,.,.
CC1(C)OC(=O)C(=CNc2ccccn2)C(=O)O1,3,-21,0,0.5,2,0.7,2,-2,-6
COC(=O)c1ccc(N2NC(=O)/C(=C/c3ccc(-c4ccc(Cl)c(C(=O)O)c4)o3)C2=O)cc1,6,-10,1,-1.2,2,0.0,-1,-9,-5
Cc1cc(Cl)ccc1NC(=O)C1CCCN1C(=O)c1cccs1 (stereo unspecified),1,-14,2,-0.1,-6,0.0,1,-13,3
CCCCCCNC(=O)CCc1c(C)nc2nc(-c3cc(OC)cc(OC)c3)nn2c1C,5,.,1,0.1,-2,-0.2,-2,12,.
C/C(=N\NC(=O)Cc1ccccc1Cl)c1cccnc1,9,1,2,0.2,-5,-0.8,-4,8,-10
COc1ccc(/C(C)=N/NC(=O)Cc2c(C)nc(C)[nH]c2=O)cc1,-8,0,5,1.0,-3,0.9,-5,9,-9
COc1cc2ccc(=O)oc2cc1O,5,6,2,-0.7,-5,5.7,-6,4,3
Cc1cc(=O)oc2cc(NC(=S)NCc3ccccn3)ccc12,4,2,1,-0.4,-4,0.2,6,.,9
COc1ccc(-c2nnc(NC(=O)c3cc(C)on3)s2)cc1,4,12,1,-1.1,-6,0.0,9,-1,7
CCN(CC(=O)Nc1ccc2c(c1)OCCO2)S(=O)(=O)c1cccs1,-2,8,6,-1.5,-4,-1.1,-1,-1,-4
O=C1CN(CC(=O)Nc2cccc(Cl)c2Cl)c2ccccc2N1,2,1,2,9.7,-2,0.5,-3,-24,-14
CCCCOc1ncnc2c1[nH]c1ccccc12,-5,-11,11,0.0,-5,0.3,-8,-7,13
O=C(NCCS(=O)(=O)N1CCN(c2ccc(F)cc2)CC1)C(c1ccccc1)c1ccccc1,6,6,1,0.7,-4,-0.3,8,3,.
CC(C)N(C(=O)COC(=O)c1ccc(Cl)nc1)C(C)C,0,5,1,2.1,2,-0.1,30,-13,-8
Cc1ccc(C)c(Nc2nc3c(S(=O)(=O)c4ccc(C(C)C)cc4)nnn3c3ccsc23)c1,4,-13,3,0.6,-1,1.0,4,-9,.
CC(=O)c1ccc(N2CCN(C(=O)/C=C/c3ccc(S(=O)(=O)NCc4ccco4)cc3)CC2)cc1,-6,12,4,0.4,3,0.0,6,-19,-2
